# Screening data (PubChem)
# PAFAH2 FP inh = PAFAH2 enzyme inhibitors, primary screen, biochemical, fluorescence polarization, human; recombinant PAFAH2, FP-rhodamine activity probe; inhibition, % at 3.39 µM; actives 0.99% (n = 340,000); AID 492956, 2010;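 active = inhibition above the mean over all tested compounds plus 3 SD, cut at about 30% in these data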;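 note: inhibitors block probe labeling of enzyme so polarization drops; 0% = enzyme with DMSO and 100% = wells lacking PAFAH2 protein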
# PP5 inh = PP5 phosphatase inhibitors, primary screen, biochemical, fluorescence. inhibition, % at 6.7 µM. actives 0.18% (n = 320,000). Serine/threonine-protein phosphatase 5 (Homo sapiens), P53041. purified PP5c, OMFP substrate fluorescence;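 active = inhibition above the campaign's mean inhibition across all tested compounds plus 3 SD, cut at about 9.5% in these data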;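 note: 0% = DMSO only and 100% = 100 µM cantharidin control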
# Target sequence (P53041 whole entry, looked up): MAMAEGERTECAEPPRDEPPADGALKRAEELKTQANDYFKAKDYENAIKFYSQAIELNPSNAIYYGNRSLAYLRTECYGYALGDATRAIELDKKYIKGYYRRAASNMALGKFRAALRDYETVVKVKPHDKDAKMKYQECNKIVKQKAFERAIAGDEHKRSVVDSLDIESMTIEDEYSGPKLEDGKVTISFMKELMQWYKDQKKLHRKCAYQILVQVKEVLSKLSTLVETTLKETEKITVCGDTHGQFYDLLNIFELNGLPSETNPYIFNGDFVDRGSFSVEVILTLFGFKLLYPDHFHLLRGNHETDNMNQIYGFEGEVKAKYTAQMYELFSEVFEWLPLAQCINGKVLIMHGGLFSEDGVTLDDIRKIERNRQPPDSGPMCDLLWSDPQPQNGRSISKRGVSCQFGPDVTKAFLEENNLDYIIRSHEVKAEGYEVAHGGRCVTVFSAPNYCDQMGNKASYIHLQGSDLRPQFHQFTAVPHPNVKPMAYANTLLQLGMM
# AHR activator = AHR activators, primary screen, cell-based, luminescence, luciferase reporter, human; Aryl hydrocarbon receptor (Homo sapiens), P35869; AHR-responsive luciferase reporter cells; activation, % at 5 µM; actives 2.5% (n = 320,000); in the data active = activation above about 47%;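 note: 0% = vehicle wells and 100% = reference agonist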
# proCasp3 act = activators of human procaspase-3 D3A mutant, primary screen, biochemical, absorbance, PC-3 D3A mutant, single concentration. recombinant procaspase-3 D3A, Ac-DEVD-pNA absorbance 405 nm. activation, % at 8.5 µM. actives 0.11% (n = 330,000);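 active = activation above the mean of all tested compounds plus 3 SD, cut at about 21% in these data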;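 note: 0% = DMSO alone and 100% = DMSO wells spiked with extra 5 µM PC-3 D3A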
# Target sequence (P42574 whole entry D9A/D28A/D175A): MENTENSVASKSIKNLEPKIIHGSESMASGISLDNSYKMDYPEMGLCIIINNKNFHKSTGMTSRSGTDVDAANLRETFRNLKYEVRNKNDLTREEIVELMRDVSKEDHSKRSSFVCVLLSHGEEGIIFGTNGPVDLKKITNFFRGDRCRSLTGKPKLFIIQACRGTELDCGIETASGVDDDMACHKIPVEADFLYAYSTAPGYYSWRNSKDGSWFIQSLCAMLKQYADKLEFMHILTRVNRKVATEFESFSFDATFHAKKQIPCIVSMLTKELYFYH
#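 Evaluation: percent activation relative to control range; Material: Procaspase-3 D3A mutant, all three cleavage aspartates alanine; Compound: single dose, 8.5 µM nominal compound, 0.8% DMSO; Replication: one well per compound; Signal: absorbance at 405 nm, 0 and 120 min; Schedule: 1 h preincubation plus 2 h reaction at 25 °C.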
# core dimer inh = inhibitors of HCV core protein dimerization, primary screen, biochemical, TR-FRET, high-throughput; TR-FRET GST/Flag-core106 dimerization, 1536-well; inhibition, % at 5 µM; actives 0.33% (n = 300,000); AID 1899, 2009;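 active = inhibition above the mean of all tested compounds plus 3 SD, set per screening campaign, cut at about 45% in these data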
#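 Material: Tagged HCV core106 pair (GST and Flag) | Amount: GST-core106 13.5 nM, Flag-core106 17 nM | Medium: KF-containing HEPES buffer, pH 7.45, DTT, CHAPS, BSA | Reagent: Eu donor and XL665 acceptor anti-tag antibodies | Schedule: 4 h at 22.5 °C | Technique: Time-resolved FRET, ex 340 nm, em 617 and 671 nm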
# procasp7 counter = procaspase-7 activators, primary screen, counter-screen for procaspase-3 activator project, biochemical, absorbance, HTS, human. Caspase-7 (Homo sapiens), P55210. recombinant procaspase-7, Ac-DEVD-pNA absorbance 405 nm; D23A/D198A/D206A triple mutant, cannot self-cleave; scale: DMSO 0, 5 µM enzyme 100. activation, % at 8.5 µM. actives 0.093% (n = 330,000). AID 463210, 2010;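 active = percent activation above the screen-wide mean plus 3 SD, cut at about 25% in these data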
# Target sequence (P55210 whole entry D23A/D198A/D206A): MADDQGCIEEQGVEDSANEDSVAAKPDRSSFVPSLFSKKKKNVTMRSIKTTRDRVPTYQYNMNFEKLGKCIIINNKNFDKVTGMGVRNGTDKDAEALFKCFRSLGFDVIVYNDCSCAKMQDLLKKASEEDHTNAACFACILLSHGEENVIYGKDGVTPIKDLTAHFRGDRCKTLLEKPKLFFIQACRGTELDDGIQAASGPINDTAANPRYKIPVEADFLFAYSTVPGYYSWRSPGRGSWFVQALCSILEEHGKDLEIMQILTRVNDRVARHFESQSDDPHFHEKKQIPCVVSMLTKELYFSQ
#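 Assay system: Uncleavable procaspase-7 mutant enzyme / Input: 2 µM procaspase-7 mutant as dispensed / Dosing: single nominal 8.5 µM compound dose, 0.8% DMSO final / Timing: 1 h enzyme–compound preincubation and 2 h substrate reaction, both 25 °C / Detection: p-Nitroaniline absorbance at 405 nm, read at 0 and 120 min / Replication: singlicate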
# PP1 inh = PP1-alpha phosphatase inhibitors, primary screen, counter-screen for PP5 inhibitor project, biochemical, fluorescence, OMFP substrate, single point; Serine/threonine-protein phosphatase PP1-alpha catalytic subunit (Homo sapiens), P62136; purified PP1alpha; inhibition, % at 6.7 µM; actives 0.9% (n = 320,000);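 active = inhibition above the mean inhibition of all tested compounds plus 3 SD, computed separately for each screening campaign, cut at about 15% in these data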
# TPT1 inh = Candida albicans TPT1 enzyme inhibitors, primary screen, biochemical, fluorescence polarization; tRNA 2'-phosphotransferase TPT1 (Candida albicans SC5314); actives 0.81% (n = 300,000); recombinant caTPT1, FP RNA substrate dephosphorylation; inhibition, % at 5 µM;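 active = inhibition above the mean of all tested compounds plus 3 SD, set per screening campaign, cut at about 24% in these data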;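 note: plate controls were DMSO alone for no effect and ferristatin control at 100 nM for full effect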
# CTSL1 counter = Fasciola hepatica cathepsin L1 inhibitors, primary screen, counter-screen for PFM18AAP inhibitor project, biochemical, QFRET, fluorogenic peptide substrate; AID 1906, 2009; recombinant F. hepatica cathepsin L1, Z-Leu-Arg-MCA fluorescence; inhibition, % at 5.96 µM; actives 0.49% (n = 300,000);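 active = inhibition above the mean of all tested compounds plus 3 SD, set per screening campaign, cut at about 17% in these data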;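 note: 0% = plate median of test compound wells and 100% = 1 µM Z-Phe-Ala-diazomethylketone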
# * = called active by the depositor; nt = no result given.
SMILES,PAFAH2 FP inh,PP5 inh,AHR activator,proCasp3 act,core dimer inh,procasp7 counter,PP1 inh,TPT1 inh,CTSL1 counter
CCCc1ccc(C(=O)COC(=O)CN2C(=O)NC3(CCCCC3C)C2=O)cc1 (stereo unspecified),2,2.0,-1,1,nt,5,-2,nt,nt
CCN1CCSc2ccc(C(=O)NCc3cc(Br)ccc3OC)cc21,16,2.3,15,-7,1,1,1,-1,0
Cc1nc2c(=O)[nH]c(=S)n(C)c2nc1C,1,0.9,81*,-12,5,-17,-2,-2,1
COc1ccc(-n2nnnc2SCC(=O)NC2CCS(=O)(=O)C2)cc1 (stereo unspecified),-7,nt,2,-1,nt,-4,nt,nt,nt
COc1ccc(C2=Nn3c(nnc3-c3ccccc3OC)SC2)cc1OC1CCOC1 (stereo unspecified),9,nt,16,-5,nt,-1,nt,nt,nt
COc1ccc(OC(=O)c2cccc([N+](=O)[O-])c2)c(C(=O)/C=C/c2cccs2)c1,4,2.1,13,-8,12,1,2,0,2
CSc1ccc(S(=O)(=O)N2CCC(C(=O)NCc3ccco3)CC2)cc1,-4,4.4,4,-4,-15,-12,0,-2,1
CSc1ccccc1NC(=O)COc1nsnc1N1CCOCC1,9,-1.3,5,6,-1,5,0,2,0
Cc1nn2cc(-c3ccccc3)nc2[nH]c1=O,1,1.6,9,-1,1,2,-1,0,1
O=C(NCc1ccco1)C1CC(c2ccc(Cl)cc2)=NO1 (stereo unspecified),1,-1.8,4,-3,0,-1,1,-2,0
C=CCN(C(=O)CNC(=O)c1ccco1)C(C(=O)NC1CCCCC1)c1ccc(OC)cc1 (stereo unspecified),-3,1.2,5,0,-4,-6,0,-6,-1
O=C(CN1C(=O)C2CC=CCC2C1=O)Nc1nc2ccc(F)cc2s1 (stereo unspecified),4,-0.6,34,-7,6,-8,-1,1,2
COCCn1nnnc1C(c1ccc(OC)c(OC)c1)N1CCN(C(=O)c2ccco2)CC1 (stereo unspecified),7,-0.3,0,0,-10,5,-4,-6,8
Cc1ccc(-c2cccc(C3CC=CC4C3C(=O)N(Cc3ccccc3)C4c3ccc(C(F)(F)F)cc3)c2)cc1 (stereo unspecified),-10,2.1,-3,-1,16,0,1,-3,3
COc1ccc(NC(=O)CS(=O)CC(=O)Nc2cc(Cl)ccc2OC)cc1 (stereo unspecified),-1,0.8,4,-1,-1,1,0,-1,2
COc1cc(S(=O)(=O)NCC(c2ccco2)N2CCCCC2)ccc1NC(C)=O (stereo unspecified),1,-1.8,1,6,nt,0,-4,nt,nt
CN1C(=S)SC(N(O)C(=O)Nc2ccc(Cl)c(Cl)c2)C1(C)C (stereo unspecified),-1,2.3,5,8,-7,5,2,1,-2
CC(NC(=O)OCc1ccccc1)C(=O)Oc1cc2oc(=O)cc(-c3ccccc3)c2cc1Cl (stereo unspecified),-3,1.5,0,1,5,-5,-1,-2,1
CCc1cc(C(=O)NNC(=S)NCC2CCCO2)cs1 (stereo unspecified),-3,-1.0,-1,4,2,4,-2,-2,1
Cc1cc(C(=O)CN2CCN(CC(=O)Nc3ccc(F)cc3)CC2)c(C)n1C1CC1,0,2.2,4,1,nt,-3,-4,nt,nt
COc1ccc2cc(S(=O)(=O)Nc3ccccn3)ccc2c1,12,-0.8,2,0,12,-2,1,-3,5
CN(C)CCCn1c(=S)[nH]c2ccccc2c1=O,7,0.6,0,-9,-3,-2,-2,-1,0
CCCCC(=O)N1CCCC(c2nc(-c3cccc(OC)c3)no2)C1 (stereo unspecified),-2,-0.9,17,2,-1,9,-1,3,-4
O=C(CSc1nccn1Cc1ccc(F)cc1)Nc1ccc(F)cc1F,-2,1.1,0,-4,1,-1,1,2,6
Cc1cc(NC(=O)CSc2nc(C(C)C)nc3ccccc23)no1,-3,4.9,0,-2,-1,0,-1,-3,0
CC1CCN(c2cc(N3CCN(C(=O)c4ccc(F)c(F)c4)CC3)c([N+](=O)[O-])cc2F)CC1,1,3.0,3,11,17,7,-1,-4,3
CC(=O)OCC(=O)[C@@]12OC3(CCCC3)O[C@@H]1C[C@H]1[C@@H]3CCC4=CC(=O)C=C[C@]4(C)[C@@]3(F)[C@@H](O)C[C@@]12C,0,2.7,8,5,16,-4,-1,0,-36
Cc1ccc(NC(=O)CCNC(=O)c2ccc(Cl)cc2)cc1C,-1,-0.4,1,-1,2,2,1,-3,1
O=S(=O)(c1ccc(Br)s1)N1CCCCC1,7,2.4,-1,1,-3,-2,-1,-4,5
Cc1ccc2nc(SCC(=O)Nc3ccc4c(c3)CCC4)[nH]c2c1,-6,4.2,42,1,0,0,0,1,5
CCNc1cc(Cl)nc(SC)n1,0,1.3,-1,0,-1,4,-4,2,-3
Cc1cc(NC(=O)c2ccccc2)ncc1NC(=O)c1ccco1,-9,-1.4,4,7,-1,-1,-1,1,3
O=[N+]([O-])c1ccccc1/C=C/C=N/n1c(-c2ccco2)n[nH]c1=S,9,1.0,6,0,10,-15,0,1,2
Cc1ccc(-n2ncc3c2CC(C)(C)CC3NC(=O)CCc2cnn(C)c2)cc1 (stereo unspecified),-8,0.2,-2,-1,-3,4,-8,-3,1
Cc1cc(NC(=O)C(C)Oc2ccc(C(C)(C)C)cc2)no1 (stereo unspecified),5,-1.4,-1,-8,13,3,-3,1,1
O=S(=O)(c1ccc(Br)cc1)N1CCN(c2ccccc2)CC1,0,2.2,7,5,17,-2,-2,-2,1
COc1ccccc1OCC(=O)Nc1ccc(S(=O)(=O)Nc2cc(C)on2)cc1,10,3.0,2,0,1,1,3,-1,-2
O=C(CN(Cc1ccccc1)C(=O)CNS(=O)(=O)c1ccc(Cl)cc1)NCC1CCCO1 (stereo unspecified),9,-1.6,-1,11,4,5,-1,-2,2
Cc1cccc(NS(=O)(=O)c2cccc(C(=O)NCc3ccccc3CN3CCOCC3)c2)c1,-1,0.8,-1,8,nt,1,-1,nt,nt
COc1ccc(S(=O)(=O)N2CCc3ccccc32)cc1[N+](=O)[O-],8,1.6,3,1,11,0,0,-1,1
O=C(CN(Cc1ccccc1)C(=O)CNS(=O)(=O)c1ccc(F)cc1)NCC1CCCO1 (stereo unspecified),16,3.1,-2,3,-1,-2,-1,-1,-2
CCOc1ccccc1N1CCN(CC(=O)Nc2ccnn2C2CCCC2)CC1,-1,4.8,1,-2,nt,19,0,nt,nt
O=C(CCN1C(=O)/C(=C/c2ccccc2Cl)SC1=S)NN1CCOCC1,-1,-2.8,1,-9,2,-6,1,1,-2
O=C(c1ccc(Cl)c(Cl)c1)N1CCC(=O)N(C(COCc2ccccc2)Cc2ccccc2)CC1 (stereo unspecified),16,4.9,0,4,17,-3,5,0,-1
Cc1ccccc1C(=O)/C=C1/SCC(=O)N1C,-2,1.4,0,7,4,2,-1,27*,2
COc1ccc(C(C)=O)cc1COC(=O)CNC(=O)C1CCCCC1,7,nt,0,-8,nt,-2,nt,nt,nt
CC1=C(C(N)=O)C(c2cccs2)NC(=S)N1 (stereo unspecified),3,1.9,-2,-3,1,-4,-2,-3,1
CC/C(=N\NC(=O)c1ccc(N(C)C)cc1)c1ccccc1,-3,0.6,11,-11,-11,-19,-2,0,0
Cc1c2cnn(CC(=O)N3CCN(c4ncccn4)CC3)c(=O)c2c(C)n1Cc1ccc(F)cc1,nt,0.1,0,0,1,6,-5,-2,4
CCc1ccc(-n2c(SCc3c(C)noc3C)nnc2-c2ccncc2)cc1,-2,0.8,-3,-8,2,6,0,-5,-3
O=C(Nc1ccc(Oc2ccccc2)nc1)C1CCN(Cc2ccccc2)CC1,-4,2.1,7,6,0,1,0,-1,0
O=C(NCc1ccco1)c1ccc(CS(=O)(=O)Cc2ccc(Cl)cc2)o1,-2,-1.2,0,4,-1,-4,-3,0,0
CC1(C)Cc2c(C#N)c(NCCN3CCOCC3)nc(-c3ccco3)c2CO1,-9,-1.2,13,-3,-4,2,-1,-1,2
Cc1ccc(S(=O)(=O)NCCNc2ccc([N+](=O)[O-])cc2C(F)(F)F)cc1,-2,6.5,-2,0,-2,-1,1,-5,4
O=C(CCc1ccccc1)NCCC1=CCCCC1,6,0.9,2,5,-4,-1,-1,2,1
COc1cc([N+](=O)[O-])ccc1-c1ccc(C(=O)Nc2ccc(NC(C)=O)cc2)o1,-2,-0.7,5,-4,25,-1,7,3,3
Cc1ccc(C)c(NC(=O)Cc2nc(CNCC(C)C)cs2)c1,-1,-1.4,1,-4,8,7,-4,-3,5
Nc1c(NC2CCCCC2)c2ccccc2oc1=O,7,2.0,4,10,-9,7,-2,-2,-1
COc1ccc(CC(=O)Nc2nn(C)c3nc4c(C)cccc4cc23)cc1,nt,-1.6,30,23*,3,40*,-3,-1,-1
NNC(=O)Cn1c(-c2ccccc2)cc(=O)n2ncnc12,3,0.5,5,8,1,10,1,-1,-1

# Fetched by compound from the entries so far (four):
SMILES,PAFAH2 FP inh,PP5 inh,AHR activator,proCasp3 act,core dimer inh,procasp7 counter,PP1 inh,TPT1 inh,CTSL1 counter
O=C(NCc1ccco1)c1ccc(CS(=O)(=O)Cc2ccc(Cl)cc2)o1,-2,-1.2,0,4,-1,-4,-3,0,0
CC1(C)Cc2c(C#N)c(NCCN3CCOCC3)nc(-c3ccco3)c2CO1,-9,-1.2,13,-3,-4,2,-1,-1,2
Nc1c(NC2CCCCC2)c2ccccc2oc1=O,7,2.0,4,10,-9,7,-2,-2,-1
Cc1ccc(S(=O)(=O)NCCNc2ccc([N+](=O)[O-])cc2C(F)(F)F)cc1,-2,6.5,-2,0,-2,-1,1,-5,4

# (more compounds)
SMILES,PAFAH2 FP inh,PP5 inh,AHR activator,proCasp3 act,core dimer inh,procasp7 counter,PP1 inh,TPT1 inh,CTSL1 counter
CC(C)[C@H](NC(N)=O)C(=O)Nc1cccc([N+](=O)[O-])c1,-2,4.0,2,11,1,-5,-7,-3,-5
O=C(COC(=O)c1ccc[nH]c1=O)NC1CC1,7,nt,-1,7,nt,10,nt,nt,nt
CN(C)C(=O)c1ccccc1Sc1ccc(Cl)cc1Cl,2,3.0,1,5,-1,-3,1,0,-1
Cc1ccc(Cl)cc1-n1c(=O)cc(N2CC(C)OC(C)C2)[nH]c1=O (stereo unspecified),5,-3.1,-1,-3,-5,-1,-2,2,-1
CC(C)c1nc(NCCN2CCOCC2)c(C#N)c2c1COC(C)(C)C2,0,1.8,1,5,-9,1,-1,-3,0
